Bioassay records from PubChem BioAssay.
ADAM10 inh – human ADAM10 inhibitors, primary screen, biochemical, QFRET, HTS; Disintegrin and metalloproteinase domain-containing protein 10 (Homo sapiens), O14672; recombinant ADAM10, EDANS/DABCYL FRET peptide cleavage, 3 h; inhibition, % at 7 µM; 370,000 tested, 0.62% active; AID 720582, 2013;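 active = inhibition above a per-campaign cutoff equal to the mean of compounds falling between control-based bounds plus 3 SD, cut at about 20% in these data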;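 note: 0% = DMSO wells while the 100% control is not disclosed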
Target sequence (O14672 214-748 limits assumed): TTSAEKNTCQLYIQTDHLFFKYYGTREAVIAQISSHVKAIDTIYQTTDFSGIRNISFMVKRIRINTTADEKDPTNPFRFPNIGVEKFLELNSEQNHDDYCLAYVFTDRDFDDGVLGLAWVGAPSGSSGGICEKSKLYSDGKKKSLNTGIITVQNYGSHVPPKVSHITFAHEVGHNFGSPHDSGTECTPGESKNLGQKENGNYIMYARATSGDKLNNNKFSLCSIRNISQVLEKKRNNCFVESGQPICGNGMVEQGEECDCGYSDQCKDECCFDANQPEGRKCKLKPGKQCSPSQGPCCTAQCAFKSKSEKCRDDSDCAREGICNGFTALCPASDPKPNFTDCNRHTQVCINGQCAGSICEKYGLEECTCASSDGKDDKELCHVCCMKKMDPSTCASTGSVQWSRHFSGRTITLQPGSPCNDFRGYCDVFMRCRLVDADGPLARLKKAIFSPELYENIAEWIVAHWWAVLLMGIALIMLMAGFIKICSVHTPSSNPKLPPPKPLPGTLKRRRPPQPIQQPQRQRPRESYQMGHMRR
ASAP1 GAP inh – inhibitors of human ASAP1 ArfGAP activity, primary screen, biochemical, fluorescence polarization; inhibition, % at 16.5 µM; 360,000 tested, 0.19% active; ASAP1-stimulated ARF1 GTP hydrolysis, GDP FP detection; in the data active = inhibition above about 25%;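 note: 0% = vehicle with enzyme and substrate and 100% = no enzyme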
ARFGAP1 inh – inhibitors of rat ARFGAP1 GAP activity, primary screen, biochemical, fluorescence polarization, GDP tracer. Arfgap1-stimulated ARF1 GTP hydrolysis, GDP FP detection. ADP-ribosylation factor GTPase-activating protein 1 (Rattus norvegicus), Q62848. 360,000 tested, 0.26% active. inhibition, % at 16.5 µM;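 active = inhibition above a per-plate limit, mean inhibition of low control wells plus 3 SD, cut at about 25% in these data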;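 note: 0% = DMSO wells with enzyme and 100% = wells lacking Arfgap1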
Target sequence (Q62848 1-136 limits assumed): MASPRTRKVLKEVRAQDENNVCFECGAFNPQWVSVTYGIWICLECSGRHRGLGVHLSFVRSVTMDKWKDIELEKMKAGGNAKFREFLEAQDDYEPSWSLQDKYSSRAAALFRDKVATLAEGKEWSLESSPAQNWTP
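Replicates: Single well per compound | Assay system: Truncated rat Arfgap1 GAP domain | Control set: No-Arfgap1 wells (100%) versus DMSO full-reaction wells (0%) | Times: Enzyme reaction 120 min at 25 °C after 20 min preincubation | Reagent: Human ARF1(Δ1-17)-GTP substrate | Measured by: Tracer-displacement fluorescence polarization with EDTA stop, 620/688 nm | Measure: Percent inhibition of Arfgap1-stimulated GTP hydrolysis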
Tn6 DDE FP – inhibitors of Tn6 peptide binding to fibrin DD(E), primary screen, biochemical, fluorescence polarization, human fibrin, Tn6 probe | Fibrinogen beta chain (Homo sapiens), P02675 | Fibrin DD(E) TRITC-Tn6 fluorescence polarization displacement | inhibition, % at 8.3 µM | 370,000 tested, 0.21% active;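 active = inhibition above a per-campaign cutoff: mean of compounds within control limits plus 3 SD, cut at about 15% in these data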;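 note: 0% = median of all compound wells on the plate and 100% = blocking peptide control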
GAA850 FXN act – FXN promoter activators, primary screen, cell-based, luciferase luminescence, HEK293 lucGAA850. HEK293 lucGAA850 FXN promoter luciferase reporter, 24 h; percent of 10 µM SAHA response. activation, % at 6 µM. 360,000 tested, 0.56% active;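 active = activation above the average of all compounds screened plus 3 SD, cutoff fixed separately per campaign, cut at about 7.5% in these data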;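 note: 0% = DMSO wells and 100% = 10 µM SAHA wells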
rCAG binder – binders of r(CAG) RNA repeats, primary screen, biochemical, fluorescence; 370,000 tested, 1.3% active; r(CAG) RNA repeat, TO-PRO-1 dye displacement fluorescence; inhibition, % at 3 µM; AID 651821, 2012;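 active = inhibition above the plate cutoff, the mean of all test compounds on that plate plus 3 SD, cut at about 35% in these data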;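 note: 0% = DMSO alone and 100% = 100 µM mitoxantrone as full dye displacement; higher means more dye released from RNA so lower well fluorescence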
NPR1 activator – GC-A stimulated cGMP production enhancers – HEK293 GC-A cells, cGMP TR-FRET, EC30 ANP, primary screen. Atrial natriuretic peptide receptor 1 (Homo sapiens), P16066. 0% at EC30 ANP, 100% saturating ANP. activation, % at 10 µM. 370,000 tested, 0.14% active. AID 1671463, 2021; in the data active = activation above about 40%
sPLA2-III inh – human group III sPLA2 inhibitors, primary screen, biochemical, QFRET, BODIPY PC-A2 liposome substrate | Group 3 secretory phospholipase A2 (Homo sapiens), Q9NZ20 | QFRET BODIPY PC-A2 liposome hydrolysis, fluorescence | inhibition, % at 12.2 µM | 370,000 tested, 0.56% active;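 active = inhibition above mean plus 3 SD of compounds lying within the high and low control bounds, cut at about 19% in these data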;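 note: 0% = median of test compound wells and 100% = no enzyme DMSO wells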
KLK7 zymogen act – proKLK7 zymogen activators, primary screen, biochemical, fluorescence intensity; Kallikrein-7 (Homo sapiens), P49862; purified proKLK7, EDANS-DABCYL substrate fluorescence; 100% is mature enzyme control, 0% vehicle; activation, % at 7 µM; 370,000 tested, 0.9% active;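 active = activation above the mean of all tested compounds plus 3 SD, computed per campaign excluding outliers beyond control limits, cut at about 13% in these data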
NPR2 activator – human GC-B receptor activators, primary screen, HEK293 GC-B cells, cGMP TR-FRET, EC30 CNP; Atrial natriuretic peptide receptor 2 (Homo sapiens), P20594; 0% at EC30 CNP, 100% saturating CNP; activation, % at 10 µM; 370,000 tested, 0.11% active; AID 1920062, 2024;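 active = activation at 10 µM reaching about 35% in either raw or pattern-adjusted values, limit read from the data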
Starred values were filed as active, the others as inactive; i = inactive; · = not tested or not shown.

Start of the data: the first seven compounds as a preview:
SMILES	ADAM10 inh	ASAP1 GAP inh	ARFGAP1 inh	Tn6 DDE FP	GAA850 FXN act	rCAG binder	NPR1 activator	sPLA2-III inh	KLK7 zymogen act	NPR2 activator
Cc1ccc(NC(=O)N2CCCC2C(=O)Nc2ccc3c(c2)OCCO3)cc1 (stereo not given)	4	-2	4	3	0.8	-1	3	3	0.5	2
C=CCn1c(CCNC(=O)c2ccccc2F)nnc1SCc1nc2ccccc2c(=O)[nH]1	-1	1	4	5	1.3	-5	1	3	0.1	-5
CCOc1c2ccccc2nn1CCOC	-9	9	-5	-3	2.3	4	1	3	0.4	4
CC(OC(=O)c1ccc(Cl)nc1)C(=O)NC(C)(C)C (stereo not given)	2	-9	-3	-5	0.2	-1	-2	0	-0.4	5
CC(C)(C)NC(=O)COC(=O)c1ccc(Cl)c(S(N)(=O)=O)c1	4	-1	-17	-4	1.9	-1	2	8	-0.4	0
CCN(CC)Cc1ccccc1Sc1ccccc1	3	4	6	1	0.2	-3	-4	5	-0.1	-4
CCN(CC)CCC(c1ccc(N(C)C)cc1)c1c(O)cc(OC)cc1OC (stereo not given)	1	-10	2	2	-1.1	2	-5	1	0.2	-10

The whole of this part, previewed entries included:
SMILES	ADAM10 inh	ASAP1 GAP inh	ARFGAP1 inh	Tn6 DDE FP	GAA850 FXN act	rCAG binder	NPR1 activator	sPLA2-III inh	KLK7 zymogen act	NPR2 activator
Cc1ccc(NC(=O)N2CCCC2C(=O)Nc2ccc3c(c2)OCCO3)cc1 (stereo not given)	4	-2	4	3	0.8	-1	3	3	0.5	2
C=CCn1c(CCNC(=O)c2ccccc2F)nnc1SCc1nc2ccccc2c(=O)[nH]1	-1	1	4	5	1.3	-5	1	3	0.1	-5
CCOc1c2ccccc2nn1CCOC	-9	9	-5	-3	2.3	4	1	3	0.4	4
CC(OC(=O)c1ccc(Cl)nc1)C(=O)NC(C)(C)C (stereo not given)	2	-9	-3	-5	0.2	-1	-2	0	-0.4	5
CC(C)(C)NC(=O)COC(=O)c1ccc(Cl)c(S(N)(=O)=O)c1	4	-1	-17	-4	1.9	-1	2	8	-0.4	0
CCN(CC)Cc1ccccc1Sc1ccccc1	3	4	6	1	0.2	-3	-4	5	-0.1	-4
CCN(CC)CCC(c1ccc(N(C)C)cc1)c1c(O)cc(OC)cc1OC (stereo not given)	1	-10	2	2	-1.1	2	-5	1	0.2	-10
CC(=O)NC1=NN(C(C)=O)C(C)(c2cccs2)S1 (stereo not given)	-13	3	-3	4	-5.8	-2	-1	-5	0.6	-8
CCC(Oc1ccccc1)C(=O)NC1C(=O)N2C1SC(C)(C)C2C(=O)O (stereo not given)	-4	9	-7	1	1.8	23	1	-13	0.5	3
Cc1ccc(S(=O)(=O)NC(=O)COc2cc(C)ccc2C(C)C)cc1	-1	-5	12	4	0.5	36*	-1	-14	0.2	0
O=C1CCC(Cc2ccccc2)N1 (stereo not given)	0	-3	9	4	2.7	-3	5	7	-0.5	4
Cc1ccc(CN2CCN(/N=C/c3ccc(C)s3)CC2)cc1	3	3	10	1	2.7	-8	-1	4	0.0	3
CSc1cnn(CCC#N)c(=O)n1	-17	6	20	-7	·	2	-5	17	-0.5	3
CN1CCC(=NNC(=O)C(=O)NC(C)(C)C)CC1	-4	-3	7	2	1.4	-7	-1	22*	-0.1	-2
O=C(CSc1n[nH]c(-c2cccs2)n1)NCc1ccc2c(c1)OCO2	-1	-3	1	-1	0.8	7	-1	0	-0.2	1
Cc1cc(NC(=O)CSc2nnnn2C2CCCC2)no1	5	-2	-4	4	0.7	1	-3	1	0.2	1
O=c1cc(O)nc(SCc2ccccc2)n1-c1ccc(F)cc1	0	-6	1	-2	-1.1	23	3	-7	0.2	7
COC(=O)[C@]12C[C@H](CC(=O)N3CCCCC3)C(=O)N(Cc3ccc(Cl)cc3Cl)C1=C[C@H](C(C)(C)C)O[C@@H]2C	-6	·	·	1	·	7	-6	7	0.3	-15
CCOc1ccccc1-n1c(SC(C)C(=O)NCC2CCCO2)nc2ccccc2c1=O (stereo not given)	-26	-14	8	8	-1.8	-3	-14	6	0.6	-12
Cc1ccc(S(=O)(=O)NC(=O)Nc2ccc(OC(F)F)cc2)cc1	-2	-3	-7	-7	0.8	6	-3	-6	0.3	2
COc1ccc(-n2nnnc2CNC(=O)c2ccc3c(c2)OCO3)cc1	-6	1	0	-4	0.8	-1	3	4	0.0	-1
CC(C)COc1ccc(C(=O)Nc2scc(-c3ccc(Cl)cc3Cl)c2C(N)=O)cc1	-3	-10	-5	0	-2.2	7	0	5	0.4	5
COc1ccc(OCCOC(=O)CNC(=O)c2ccc(Cl)cc2Cl)cc1	-1	3	14	-1	2.4	-4	-1	12	0.4	-5
O=C(O)c1ccccc1C(=O)NCc1ccc(F)cc1	2	3	-5	-1	2.3	1	2	11	0.3	3
Nc1ccccc1SCC(=O)Nc1nc(-c2ccccc2)cs1	-6	3	2	-6	0.9	1	11	-4	0.0	2
COC(=O)c1c(-c2ccc(OC)cc2)c2c(c3c4cc(OC)ccc4n(S(=O)(=O)c4ccc(C)cc4)c13)C(=O)N(C)C2	-7	-9	1	-1	·	16	-1	5	0.3	-1
O=C(CSc1ncn[nH]1)NC12CC3CC(CC(C3)C1)C2	8	2	-4	1	0.9	4	5	-16	-0.2	2
CCOC(=O)C(Cc1ccccc1)NC(C)=O (stereo not given)	-8	1	-1	4	0.9	1	2	2	-0.4	6
CCOc1cc(S(=O)(=O)NCCc2cccc(C)c2)c(OCC)cc1-n1cnnn1	-444	9	9	-7	0.5	-4	-24	-31	-0.1	-13
Cc1ccc(-c2cc(C(=O)O)c3sc(N4CCCCC4)nc3n2)cc1	i	-1	-3	-5	1.4	12	-5	10	25*	-3
CCCCc1nc2ccccc2c(=O)n1NC(=O)c1c(O)c2ccccc2n(C)c1=O	1	8	2	-3	1.2	1	-2	5	-0.1	3
COc1cc(OC)cc(-c2c(C#Cc3ccsc3)c3cc(-c4ccc5cc[nH]c5c4)ccc3n2C)c1	-96	-2	4	-6	1.0	20	-2	-4	-4.3	0
COc1ccc(OCc2nnc(SCC(=O)c3ccccc3)o2)cc1	3	-11	32*	4	-1.4	-3	-2	-36	-0.1	-1
Cc1cccc(NS(=O)(=O)c2c(C(=O)N3CCCC3)c(C)n(C)c2C)c1	-4	8	-4	-1	1.5	-4	1	8	0.0	2
O=C1CC(N2CCN(c3ccc(Cl)cc3)CC2)C(=O)N1c1ccccc1 (stereo not given)	2	10	6	-11	1.8	-3	0	9	-0.2	1
COc1ccc(N2CCN(C(=O)COc3ccc4c(C)cc(=O)oc4c3C)CC2)cc1	-20	-6	-9	-4	-0.7	3	-5	8	-1.1	2
CCOC(=O)COn1c(=O)c(-c2ccc(OC)cc2)[n+]([O-])c2ccccc21	-13	2	6	3	2.9	8	-2	5	-7.8	2
Cc1cccc2c1N(C(=O)c1ccco1)C(C)(C)c1ssc(=S)c1-2	0	-2	-3	6	1.8	1	-6	4	0.2	0
Cc1cc(=O)n2c(c1C#N)SC1CCCCC12O (stereo not given)	-2	-2	-1	10	2.0	-2	1	-2	-0.3	-4
O=C(O)CCC(=O)NC1CCCCC1	-3	-9	-22	-3	2.2	3	1	-3	0.4	3
CCCC1(CC)C(=O)NC(=O)N=C1N (stereo not given)	-10	-4	-4	-1	-1.1	2	-1	3	-0.1	-3
CSc1ccc(CSCC(=O)N2CCN(S(=O)(=O)c3ccc(C)cc3C)CC2)cc1	24*	-6	11	-4	-0.7	5	0	-15	0.3	-8
CCOC(=O)c1c(CN2CCN(c3ccccc3)CC2)oc2ccc(O)cc12	10	16	-3	-11	3.5	7	-5	-27	0.1	-13
O=C(NCCC1CCCCN1S(=O)(=O)c1ccccc1)C(=O)NCc1ccccn1 (stereo not given)	-11	11	-10	3	0.9	-10	0	1	0.5	4
